TCR-CD3 inh = inhibitors of human TCR-CD3 interaction; hit rate 0.37% among 360,000; inhibition, % at 9.4 µM; TAMRA-labeled TCR probe fluorescence, biochemical; in the data active means inhibition above about 19%;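 further: recombinant mutant TCR 2C K166C tagged with TAMRA read by polarization; 0% = receptor in buffer alone and 100% = receptor with positive control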
HTRA1 inh = blocks human HTRA1 serine peptidase. hit rate 0.5% among 340,000. recombinant HTRA1, FP-rhodamine activity-based probe, fluorescence polarization. inhibition, % at 5.96 µM. AID 504803; in the data active means inhibition above about 36%;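 further: 0% = enzyme with DMSO and 100% = wells lacking enzyme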
Target sequence (Q92743 whole entry, looked up): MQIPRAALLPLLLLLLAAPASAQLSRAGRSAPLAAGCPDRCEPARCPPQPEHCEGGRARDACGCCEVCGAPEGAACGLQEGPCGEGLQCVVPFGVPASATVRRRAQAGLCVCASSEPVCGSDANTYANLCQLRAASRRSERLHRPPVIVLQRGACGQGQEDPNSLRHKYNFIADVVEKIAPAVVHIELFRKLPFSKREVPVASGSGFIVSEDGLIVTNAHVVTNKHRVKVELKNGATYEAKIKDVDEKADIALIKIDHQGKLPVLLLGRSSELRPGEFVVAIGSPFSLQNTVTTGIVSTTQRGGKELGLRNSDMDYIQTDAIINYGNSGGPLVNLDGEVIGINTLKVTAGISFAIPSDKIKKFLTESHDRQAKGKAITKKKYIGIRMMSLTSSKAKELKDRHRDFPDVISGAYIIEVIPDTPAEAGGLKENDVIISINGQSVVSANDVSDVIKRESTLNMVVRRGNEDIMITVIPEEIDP
rCAG RNA binder = molecules binding r(CAG) RNA repeats | r(CAG) RNA repeat, TO-PRO-1 dye displacement fluorescence | inhibition, % at 3 µM | hit rate 1.3% among 370,000 | AID 651821;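 active means inhibition above the plate cutoff, the mean of all test compounds on that plate plus 3 SD, cut at about 35% in these data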;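 further: 0% = DMSO alone and 100% = 100 µM mitoxantrone as full dye displacement; higher means more dye released from RNA so lower well fluorescence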
UHRF1 binding = human UHRF1 methylated DNA binding inhibitors; UHRF1 binding to methylated oligo, TR-FRET; Q96T88; AID 687016; hit rate 0.75% among 370,000; inhibition, % at 4.4 µM; in the data active means inhibition above about 21%;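 further: UHRF1 SRA domain binding a hemimethylated CpG hairpin DNA probe; 0% = median of test compound wells and 100% = reference inhibitor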
MBD2 inh = MBD2-methylated oligo binding inhibition. Q9UBB5. TR-FRET, MBD2 binding to methylated oligonucleotide. inhibition, % at 4.4 µM. hit rate 0.31% among 370,000. AID 686964; in the data active means inhibition above about 13%
GC-B act = GC-B (human) receptor activation | HEK293-GC-B cells, CNP EC30, cGMP TR-FRET; 0% at EC30 CNP, 100% saturating CNP | hit rate 0.11% among 370,000 | P20594 | AID 1920062 | activation, % at 10 µM;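 active means activation at 10 µM reaching about 35% in either raw or pattern-adjusted values, limit read from the data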
SIAE inh = human SIAE inhibition, primary screen; SIAE FP-Rh probe binding, fluorescence polarization; hit rate 0.69% among 370,000; inhibition, % at 9.66 µM;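 active means inhibition above a cutoff: mean of compounds within the control limits plus 3 SD of those, cut at about 17% in these data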;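 further: 0% = plate median of compound wells and 100% = probe without SIAE protein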
ABHD4 inh = inhibits mouse alpha/beta hydrolase domain 4; Q8VD66; hit rate 0.54% among 370,000; inhibition, % at 8.92 µM; purified mABHD4, FP-Rh probe fluorescence polarization;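 active means inhibition exceeding the mean over every tested compound plus 3 SD, cut at about 30% in these data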;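 further: 0% = plate median of compound wells and 100% = S159A mutant with DMSO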
Target sequence (Q8VD66 whole entry, looked up, the tested form may be a part): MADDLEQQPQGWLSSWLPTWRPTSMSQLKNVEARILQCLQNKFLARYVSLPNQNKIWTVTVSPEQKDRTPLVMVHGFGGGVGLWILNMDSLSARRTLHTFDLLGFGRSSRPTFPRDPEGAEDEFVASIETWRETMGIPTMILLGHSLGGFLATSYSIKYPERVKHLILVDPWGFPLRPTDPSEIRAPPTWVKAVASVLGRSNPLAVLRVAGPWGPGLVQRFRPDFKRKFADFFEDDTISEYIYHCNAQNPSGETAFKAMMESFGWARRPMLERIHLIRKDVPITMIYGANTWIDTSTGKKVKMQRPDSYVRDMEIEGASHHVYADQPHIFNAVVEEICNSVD
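Doses – 8.92 µM, single dose · Material – wild-type mouse ABHD4 protein · Replication – single well per compound (singlicate) · Measure – percent inhibition of probe binding, normalized to plate controls · Schedule – 45 min compound pre-incubation plus 60 min probe step, 25 °C · Detection – fluorescence polarization with parallel and perpendicular emission, 525/598 nm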
PRMT1 FP inh = PRMT1 (human) inhibition, primary screen. hit rate 1.3% among 370,000. inhibition, % at 2.79 µM. AID 652257. recombinant PRMT1, activity-based probe fluorescence polarization. Q99873;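 active means inhibition above about 21% made by adding two undisclosed values, limit read from the data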
NPR1 activator = GC-A (human) enzyme activation. P16066. HEK293 GC-A cells, cGMP TR-FRET, EC30 ANP; 0% at EC30 ANP, 100% saturating ANP. hit rate 0.14% among 370,000. activation, % at 10 µM. AID 1671463; in the data active means activation above about 40%
Numbers without * were called inactive; . = no result given. The list is partial; the hit share may differ from the screen's.

The line under a structure holds: TCR-CD3 inh	HTRA1 inh	rCAG RNA binder	UHRF1 binding	MBD2 inh	GC-B act	SIAE inh	ABHD4 inh	PRMT1 FP inh	NPR1 activator
1	Cc1ccccc1N1CCN(C(=O)c2ccccc2NC(=O)C2CC=CCC2C(=O)O)CC1 (stereo unspecified)
    0	-2	9	3	2	2	-11	-7	0	-3
2	O=C(Cn1nc2n(c1=O)-c1ccccc1SC2)N/N=C/c1cccnc1
    2	-6	-3	1	-6	-2	-1	-4	-3	-1
3	COc1ccc(-c2noc(CNC(=O)C(C)Oc3ccccc3)n2)cc1 (stereo unspecified)
    3	-3	0	-3	1	4	-10	-6	0	-1
4	Cc1cccc(CSc2nnc(CCCCCNC(=O)OC(C)(C)C)o2)c1
    3	5	0	-2	4	5	-6	9	-3	-5
5	COC(=O)c1cc(CSc2nc3ccccc3[nH]2)oc1C
    5	-8	3	3	2	4	-8	-11	-3	5
6	Cc1ccc(S(=O)(=O)N(C)C)cc1NC(=O)C(C)OC(=O)c1ccc2ccccc2n1 (stereo unspecified)
    -1	11	4	0	5	-2	6	-5	6	-4
7	CC(C)CC(N)c1csc(Nc2ccc(C(=O)NCCCO)cn2)n1 (stereo unspecified)
    -8	.	7	4	-3	11	-1	6	-2	0
8	CC12CN3CC(C)(CN(C1)C3c1ccc(Br)cc1O)C2 (stereo unspecified)
    0	-7	1	-2	0	2	0	0	-2	-4
9	COC(=O)c1ccc(CSc2nnc(C)s2)cc1
    3	0	-2	5	3	4	-11	-8	-3	5
10	CC(C)c1ccc(NC(=O)C2CCCCN2S(=O)(=O)c2ccccc2)cc1 (stereo unspecified)
    1	-14	4	-2	0	3	-2	-6	0	1
11	COCCNc1nc2nonc2nc1N(C)Cc1ccc(C)cc1
    3	0	-2	0	-3	0	2	5	-3	-1
12	Cc1cccc(CNC(=O)Cn2ccc3cc(S(=O)(=O)N4CCCCCC4)ccc32)c1
    2	-20	4	1	1	-1	-15	-2	0	2
13	COC(=O)Nc1ncc(CN2C(=O)c3ccccc3C2=O)s1
    1	-2	-1	-1	1	3	3	-5	-1	4
14	COc1ccc(C(=O)NCCCN2CCOCC2)cc1S(=O)(=O)N1CCCc2ccccc21
    2	0	-1	0	-4	4	-5	-5	-4	1
15	CCOC(=O)[C@H]1[C@H]2COc3ccc(OC)cc3[C@H]2N2C(=O)CN(Cc3ccccc3)C(=O)[C@@]12C
    3	0	2	0	2	-5	-7	-4	-4	3

Some entries already given, showing only PRMT1 FP inh.
cpd | smiles | PRMT1 FP inh
9 | COC(=O)c1ccc(CSc2nnc(C)s2)cc1 | -3
14 | COc1ccc(C(=O)NCCCN2CCOCC2)cc1S(=O)(=O)N1CCCc2ccccc21 | -4

Reformatted as labelled records: entries from further up.
8. CC12CN3CC(C)(CN(C1)C3c1ccc(Br)cc1O)C2 (stereo unspecified)
- TCR-CD3 inh = 0
- HTRA1 inh = -7
- rCAG RNA binder = 1
- UHRF1 binding = -2
- MBD2 inh = 0
- GC-B act = 2
- SIAE inh = 0
- ABHD4 inh = 0
- PRMT1 FP inh = -2
- NPR1 activator = -4

7. CC(C)CC(N)c1csc(Nc2ccc(C(=O)NCCCO)cn2)n1 (stereo unspecified)
- TCR-CD3 inh = -8
- HTRA1 inh = .
- rCAG RNA binder = 7
- UHRF1 binding = 4
- MBD2 inh = -3
- GC-B act = 11
- SIAE inh = -1
- ABHD4 inh = 6
- PRMT1 FP inh = -2
- NPR1 activator = 0

14. COc1ccc(C(=O)NCCCN2CCOCC2)cc1S(=O)(=O)N1CCCc2ccccc21
- TCR-CD3 inh = 2
- HTRA1 inh = 0
- rCAG RNA binder = -1
- UHRF1 binding = 0
- MBD2 inh = -4
- GC-B act = 4
- SIAE inh = -5
- ABHD4 inh = -5
- PRMT1 FP inh = -4
- NPR1 activator = 1

10. CC(C)c1ccc(NC(=O)C2CCCCN2S(=O)(=O)c2ccccc2)cc1 (stereo unspecified)
- TCR-CD3 inh = 1
- HTRA1 inh = -14
- rCAG RNA binder = 4
- UHRF1 binding = -2
- MBD2 inh = 0
- GC-B act = 3
- SIAE inh = -2
- ABHD4 inh = -6
- PRMT1 FP inh = 0
- NPR1 activator = 1

Later entries
The line under a structure holds: TCR-CD3 inh	HTRA1 inh	rCAG RNA binder	UHRF1 binding	MBD2 inh	GC-B act	SIAE inh	ABHD4 inh	PRMT1 FP inh	NPR1 activator
16	CCOC(=O)C(=CNc1ccc(C(F)(F)F)cc1)C(=O)OCC
    -14	0	-7	1	-1	-1	0	1	-1	3
17	CN(C(=O)c1ccc(NC(=O)Cc2ccc(NC(=O)C3CCN(C(=O)C4CC4)CC3)cc2)cc1)C1CCCC1
    3	3	5	-1	-6	0	1	-4	-4	-1
18	CC(=O)Nc1ccc(S(=O)(=O)NC(C)c2ccncc2)cc1 (stereo unspecified)
    -6	-1	3	-4	1	-1	3	-1	1	1
19	CCCCN(C(=O)CSc1cc(C)c2ccc(OC)cc2n1)c1c(N)n(Cc2ccccc2)c(=O)[nH]c1=O
    -9	-9	0	5	-1	-19	-2	-4	6	-21
20	Nc1cccc(NC(=O)c2ccco2)c1
    -5	-1	-2	3	3	2	1	5	1	2
21	C=CCc1cccc(/C=N/NC(=O)C(C)Nc2cccc(C)c2)c1O (stereo unspecified)
    4	-13	4	-1	-5	-3	2	5	2	-6
22	O=C(NCc1ccccc1)C1=C[C@@H](c2coc3ccccc3c2=O)C[C@@H](OCCCCO)O1
    8	-2	-5	-1	0	3	1	3	2	2
23	O=C(C1=NN(c2ccccc2)C(=O)CC1)N1CCc2ccccc2C1
    -1	-2	-2	-2	-7	-6	9	3	2	-4
24	Cc1ccc(NC(=O)CN(C)S(=O)(=O)c2cnc[nH]2)c(C)c1
    -5	5	0	1	-1	-1	2	-10	4	2
25	OCC1(CCOc2ccccc2)CCN(CC2=Cc3cc(Cl)ccc3OC2)CC1
    -1	-30	-6	-3	-1	-2	5	2	-3	-2
26	COC(=O)Cn1c(=O)c2c(nc3n2CC(C)CN3c2ccc(C)c(C)c2)n(C)c1=O (stereo unspecified)
    -4	-6	-1	2	1	4	1	-2	-27	1
27	CC1CCN(C2CC(=O)N(c3ccccc3)C2=O)CC1 (stereo unspecified)
    -3	2	-1	4	4	-2	5	-1	81*	-2
28	O=C(CC[C@H]1O[C@@H](n2cnc3c(NC(=O)c4ccccc4)ncnc32)[C@H](O)[C@@H]1O)NCc1ccc2c(c1)OCO2
    -8	.	1	-2	5	1	-3	5	-1	3
29	CCOC(=O)CN1C(=O)N[C@@H](CCc2ccccc2)[C@H](C(C)=O)[C@H]1C
    3	4	-4	-2	-1	3	1	6	0	2
30	O=c1cc(-c2ccccc2)nc(N2CCN(Cc3ccc4c(c3)OCO4)CC2)[nH]1
    3	-2	-3	-3	1	-5	8	-1	-2	-1

Whole records from above. Values in the order: TCR-CD3 inh, HTRA1 inh, rCAG RNA binder, UHRF1 binding, MBD2 inh, GC-B act, SIAE inh, ABHD4 inh, PRMT1 FP inh, NPR1 activator
Record of O=C(NCc1ccccc1)C1=C[C@@H](c2coc3ccccc3c2=O)C[C@@H](OCCCCO)O1 = 8, -2, -5, -1, 0, 3, 1, 3, 2, 2
Record of Cc1ccc(NC(=O)CN(C)S(=O)(=O)c2cnc[nH]2)c(C)c1 = -5, 5, 0, 1, -1, -1, 2, -10, 4, 2

(more compounds)
The line under a structure holds: TCR-CD3 inh	HTRA1 inh	rCAG RNA binder	UHRF1 binding	MBD2 inh	GC-B act	SIAE inh	ABHD4 inh	PRMT1 FP inh	NPR1 activator
31	O=C(COC(=O)CCc1ccccc1)NCc1ccc2c(c1)OCO2
    4	1	3	-1	-1	-3	-2	2	-7	-2
32	CC(C)CCNC(=O)C1CCCN1C(=O)NC1CCCCC1 (stereo unspecified)
    -6	-5	1	2	1	6	-9	0	0	4
33	CN(c1ccc(Cl)cc1)S(=O)(=O)c1nnc(NC(=O)C(C)(C)C)s1
    4	-5	14	-1	-10	2	1	-8	-3	0
34	Cn1ncc(Cl)c1C(=O)Nc1ccc2c(c1)CCC2
    3	0	-5	3	7	3	-3	2	7	0
35	CCN(CC)C(=O)CSc1nnc(-c2cnccn2)n1-c1ccc(C)cc1
    9	3	-4	-2	0	5	3	5	-2	3
36	COc1nc(-c2ccccc2)cc(C(F)(F)F)n1
    -3	-3	-3	3	7	8	-12	-2	2	4
37	COc1ccc(-c2cc(C)no2)cc1S(=O)(=O)N1CCN(c2ccc([N+](=O)[O-])cc2)CC1
    1	0	6	0	5	-5	5	0	-2	-18
38	CCC(C)n1c(=O)c2sccc2n2c(CCCC(=O)N3CCC(C(N)=O)CC3)nnc12 (stereo unspecified)
    1	7	-1	1	0	1	-5	1	4	-1
39	O=C(C1CCN(c2nnc(-n3cccc3)s2)CC1)N1CCN(c2cccc(C(F)(F)F)c2)CC1
    2	-3	5	3	1	0	3	-7	3	-4
40	CC1CCc2c(sc3nc(CN4CCOCC4)nc(Sc4ccccc4)c23)C1 (stereo unspecified)
    -1	-12	2	2	4	-10	-4	2	3	10
41	CCc1noc(C)c1C(=O)Nc1ccccc1C(C)(C)C
    5	2	-5	-2	-1	4	-1	6	0	2
42	O=C(CCCCCN1C(=O)c2cccc3cccc(c23)C1=O)NCCO
    -6	7	-3	-5	-9	4	-3	1	5	0
43	O=C(CCCOc1ccc(Cl)cc1Cl)N/N=C/c1cccc([N+](=O)[O-])c1
    3	10	0	-1	-1	-4	-7	-2	-2	3
44	CC(=O)c1ccc2c(c1)OCCOCCOCCOCCOCCO2
    4	.	-2	-1	-1	2	-9	3	0	3
45	Cc1ccc(S(=O)(=O)N/N=C(\c2ccccc2)c2cccnc2)cc1
    1	-6	2	0	-4	-6	0	-1	-1	1
46	Cn1cnc2c1c(=O)[nH]c(=O)n2Cc1ccccc1
    7	12	-1	0	3	4	4	-4	3	-3
47	O=C(Nc1ccccc1)C1CC(=O)N(c2ccc3c4c(cccc24)CC3)C1 (stereo unspecified)
    -4	-12	1	0	8	6	-5	0	2	0

Screens: PubChem, several laboratories
